# Screens deposited in PubChem BioAssay by National Center for Advancing Translational Sciences (NCATS).
# HepG2 viability = qHTS for Inhibitors of TGF-b: Cytotox Counterscreen | Potency, µM (top dose mostly 46.1 µM), inactives show top-dose activity change, negative = cytotoxicity, usual class: cytotoxic | actives 0.76% (n = 410,000) | AID 588856, 2011 | HepG2 CAGA-GFP viability, ATP luminescence, 18 h; further: potency means the concentration at half of the fitted maximal effect; some results filed as inactive show a strong effect at the top dose
#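 CellTiter-Glo luminescence gave cytotoxicity after 18 hours at 37 degrees C. The cells were HepG2 CAGA-GFP in 1% FBS DMEM, stimulated with 500 pg/mL TGF-beta after compound addition. %Activity was normalised to no-cell wells (complete cell-killing) and DMSO (no toxicity), and curves were fitted and classified.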
# Nrf2 activator = qHTS of Nrf2 Activators. Potency, µM (titrated, usually from 46.1 µM), inactives show at the top dose activation, actives largely listed as activators. actives 0.31% (n = 410,000). AID 624171, 2012. AREc32 ARE-luciferase reporter (MCF7-derived line), luminescence, 24 h; further: potency means the concentration at half of the fitted maximal effect; % of control where 0% means no effect; nearly all actives have a fitted effect of over 65% in size
#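 AREc32 cells carrying an ARE-driven firefly luciferase, 1000 cells/well in OPTI-MEM with 5% FBS, dosed after overnight attachment and incubated 24 hr at 37 deg C. Steady-Glo luminescence read after 30 min at RT.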
# ATXN2 expr inh = Primary qHTS for Inhibitors of ATXN expression. HEK-293 ATXN2-luciferase reporter, luminescence, 24 h. Potency, µM (highest dose often 57 µM), inactives show top-dose activity change, negative = inhibition, usual class: inhibitors. actives 0.72% (n = 360,000); further: potency means the concentration at half of the fitted maximal effect; on the % scale 0 is the no-effect control and ±100 the full control effect; nearly all actives have a fitted effect of over 55% in size
#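 qHTS (up to 57 uM final) was run with 24 h compound exposure of reporter cells at 37 °C. Each well was multiplexed: SteadyGlo luminescence measured ATXN2-luciferase expression after a fluorogenic Gly-Phe-AFC viability readout (25 uM final).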
# EPAC2 ag = qHTS for Agonist of cAMP-regulated guanine nucleotide exchange factor 4 (EPAC2): primary screen; actives 0.079% (n = 360,000); Rap guanine nucleotide exchange factor 4 (Homo sapiens), Q8WZA2; EPAC2 activation, biochemical qHTS; response scale: 100% = 6.5 mM cAMP response; Potency, µM (top dose mostly 154 µM), for the others: at the highest dose activation, most hits filed as activators; further: potency means the concentration at half of the fitted maximal effect; nearly all actives have a fitted effect of over 50% in size
# Target sequence (Q8WZA2 whole entry, looked up): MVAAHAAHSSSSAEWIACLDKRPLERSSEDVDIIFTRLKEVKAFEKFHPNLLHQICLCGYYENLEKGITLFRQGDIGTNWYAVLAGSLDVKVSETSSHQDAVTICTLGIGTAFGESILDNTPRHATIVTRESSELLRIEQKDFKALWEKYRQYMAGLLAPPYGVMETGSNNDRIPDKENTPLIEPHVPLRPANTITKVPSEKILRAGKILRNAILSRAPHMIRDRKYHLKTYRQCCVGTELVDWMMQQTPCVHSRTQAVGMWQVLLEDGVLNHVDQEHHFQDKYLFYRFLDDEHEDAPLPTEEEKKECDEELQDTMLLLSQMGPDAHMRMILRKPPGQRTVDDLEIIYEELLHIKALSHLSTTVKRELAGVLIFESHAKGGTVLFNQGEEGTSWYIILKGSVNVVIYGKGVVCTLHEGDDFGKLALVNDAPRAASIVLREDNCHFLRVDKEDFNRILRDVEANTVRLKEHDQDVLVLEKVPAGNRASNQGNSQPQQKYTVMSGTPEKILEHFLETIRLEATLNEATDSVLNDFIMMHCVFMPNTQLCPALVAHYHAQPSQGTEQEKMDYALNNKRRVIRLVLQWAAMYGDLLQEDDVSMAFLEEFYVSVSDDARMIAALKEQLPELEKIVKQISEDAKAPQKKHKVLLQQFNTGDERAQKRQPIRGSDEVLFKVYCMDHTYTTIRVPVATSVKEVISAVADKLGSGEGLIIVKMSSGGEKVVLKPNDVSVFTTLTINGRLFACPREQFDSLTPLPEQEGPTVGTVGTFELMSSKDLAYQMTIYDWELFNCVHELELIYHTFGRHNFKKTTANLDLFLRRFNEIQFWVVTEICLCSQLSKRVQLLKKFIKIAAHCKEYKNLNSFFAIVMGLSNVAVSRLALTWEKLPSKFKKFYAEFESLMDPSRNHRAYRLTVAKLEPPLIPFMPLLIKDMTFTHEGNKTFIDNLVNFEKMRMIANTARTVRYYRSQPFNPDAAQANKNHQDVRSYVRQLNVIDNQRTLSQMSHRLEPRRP
#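 Readout is BODIPY fluorescence (480 nm excitation, 540 nm emission), which falls as labeled GDP is exchanged off Rap1B. EPAC2 at 100 nM acted on 250 nM RAP1B-BODIPY-GDP with 50 uM GDP present.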
# S2 tox = Viability Counterscreen for Primary qHTS for Inhibitors of ATXN expression. actives 0.49% (n = 400,000). Potency, µM (highest dose often 56.7 µM), usual class: cytotoxic. S2 cells (HEK-293 line with an ATXN2-luciferase reporter) viability, CellTiter-Fluor protease fluorescence, 24 h. AID 651635, 2014; further: potency means the concentration at half of the fitted maximal effect; nearly all actives have a fitted effect of over 40% in size
# Nrf2 inh = Nrf2 qHTS screen for inhibitors | A549 ARE-Fluc reporter, luciferase luminescence, 18-24 h | Potency, µM (titrated, usually from 46 µM), without a hit: at the top dose activity change, negative = inhibition, most hits filed as inhibitors | actives 2.1% (n = 360,000) | AID 504444, 2011; further: potency means the concentration at half of the fitted maximal effect; on the % scale 0 is the no-effect control and ±100 the full control effect; nearly all actives have a fitted effect of over 60% in size
#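 In this cell-based qHTS, ARE-driven firefly luciferase in A549 cells reports Nrf2 activity; the luminescent signal after BugLite lysis is the measured value, with a prior CellTiter-Fluor read for cell health.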
# TGFb inhibitor = qHTS for Inhibitors of TGF-b; AID 588855, 2011; actives 1.2% (n = 410,000); Potency, µM (titrated, usually from 46.1 µM), without a hit: at the top dose activity, negative = inhibition, usual class: inhibitors; HepG2 CAGA-GFP TGF-b/SMAD3 reporter, GFP fluorescence, 18 h; TGF-beta stimulated, 500 pg/mL final; further: potency means the concentration at half of the fitted maximal effect; on the % scale 0 is the no-effect control and ±100 the full control effect; nearly all actives have a fitted effect of over 65% in size
#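 Read-out: total well GFP (ex488/em500-530) summed from mean per-cell fluorescence. Cells: HEPG2 CAGA-GFP, 1% FBS DMEM, 18 h at 37 degrees C with 500 pg/mL final TGF-beta. Unstimulated wells served as the full-inhibition control; stimulated DMSO wells = 0%.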
# IL-2 act = qHTS of IL-2 Activators; IL-2 activation reporter assay, cell-based qHTS; stimulated with anti-CD3/CD4/CD28 beads; in transgenic mouse T cells; activation, % (series mostly up to about 46 µM); actives 0.065% (n = 360,000); AID 652025, 2013; in the data active means activation above about 50%; inconclusive means mostly about 30% to 49%; further: 0% is about no effect
#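 Unstimulated transgenic mouse T cells, 750 per well, received compound and, after 60 minutes, anti-CD3/anti-CD4 bead plus anti-CD28 stimulation. EGFP and DsRed were quantified after 18 hours.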
# A549 viability = Nrf2 qHTS screen for inhibitors: counterscreen for cytotoxicity; A549 ARE-Fluc cells, CellTiter-Fluor viability, 18-24 h; Potency, µM (top dose mostly 46 µM), for inactives: at the highest dose activity change, negative = cytotoxicity, most hits filed as inhibitors; actives 0.16% (n = 390,000); further: potency means the concentration at half of the fitted maximal effect; on the % scale 0 is the no-effect control and ±100 the full control effect
#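 A549 ARE_Fluc cells in 5% FBS OPTI-MEM were exposed to compounds in concentration-response for 18-24 h at 37 deg C. Viability was read by CellTiter-Fluor fluorescence (Ex 405/Em 525) after 30 min, before the luciferase read.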
# An asterisk follows results filed as active; i = inactive; ? = inconclusive; . = not tested or not shown; & = joins results of further samples; ! = repeats disagree; [ ] = remark or other dose. Unless noted, the call rests on the fitted dose curve; in most records, active means well fitted curve in the direction sought with a large enough effect; inconclusive means small, poorly fitted or top-dose-only effect, or another doubt; inactive means no such curve, though single readings can be large; an effect the other way counts as inactive or inconclusive.
SMILES	TGFb inhibitor	EPAC2 ag	A549 viability	Nrf2 activator	IL-2 act	ATXN2 expr inh	Nrf2 inh	S2 tox	HepG2 viability
Cc1ccc(CN2C(=O)N(c3ccc(F)cc3)C(=O)C2CC(=O)Nc2ccc(Cl)cc2)cc1 (configuration not stated)	-22%	.	-4%	2.2%	.	8%	2%	i	-35%
Cc1c(C(=O)N(Cc2ccco2)Cc2ccccc2Cl)oc2ccc(F)cc12	?	.	-1%	?	.	1%	?	i	-39%
Cc1ccc(Cl)cc1N1CCN(C(=O)Cc2ccc(-n3c(=O)[nH]c4ccsc4c3=O)cc2)CC1	0%	16%	-3%	1.9%	0.5	-18%	?	i	-29%
CC(=O)Oc1ccc(Nc2ccccc2)cc1	18%	8%	1%	-0.5%	2.2	?	19%	i	0%
CCCCOc1ccc(C(C)NC(=O)CCS(=O)(=O)Cc2ccc(C)cc2)cc1 (configuration not stated)	0%	-8%	4%	2.6%	-1.2	-3%	6%	i	-5%
CC1(C)CC(=O)c2c(oc3c(Cl)cc(NS(=O)(=O)c4ccc(Cl)cc4)cc23)C1	6%	.	3%	0.0%	.	-3%	-21%	i	-9%
Cc1ccccc1Cn1c(=O)c2c(nc3n2CCN3Cc2ccco2)n(C)c1=O	11%	-2%	-1%	7.4%	0.1	-2%	-18%	i	-10%
O=C(CSc1nnc(-c2ccccc2)o1)NC1CCCCC1	-1%	3%	15%	-0.6%	-2.6	10%	6%	i	6%
Cc1cc(C)n(C(=O)c2ccc(C)o2)n1	-4%	-11%	-5%	0.1%	0.7	9%	5%	i	0%
COc1ccc(C2CC(=O)C3=C(C2)NC(C)=C(C(=O)Nc2ccccc2C)C3c2coc3ccc(C)cc3c2=O)cc1OC (configuration not stated)	-23%	10%	-11%	-0.7%	-2.4	8%	-25%	i	2%

# Reformatted field by field: entries from further up
O=C(CSc1nnc(-c2ccccc2)o1)NC1CCCCC1
  TGFb inhibitor = -1%
  EPAC2 ag = 3%
  A549 viability = 15%
  Nrf2 activator = -0.6%
  IL-2 act = -2.6
  ATXN2 expr inh = 10%
  Nrf2 inh = 6%
  S2 tox = i
  HepG2 viability = 6%
Cc1cc(C)n(C(=O)c2ccc(C)o2)n1
  TGFb inhibitor = -4%
  EPAC2 ag = -11%
  A549 viability = -5%
  Nrf2 activator = 0.1%
  IL-2 act = 0.7
  ATXN2 expr inh = 9%
  Nrf2 inh = 5%
  S2 tox = i
  HepG2 viability = 0%

# (further entries)
SMILES	TGFb inhibitor	EPAC2 ag	A549 viability	Nrf2 activator	IL-2 act	ATXN2 expr inh	Nrf2 inh	S2 tox	HepG2 viability
CCOC(=O)Cc1csc(NC(=O)CSc2ncnc3c2cnn3-c2ccc(OC)cc2)n1	0%	3%	-4%	3.6%	-0.4	-6%	-1%	?	5%
CCCCNc1nc2c(S(=O)(=O)c3ccccc3)nnn2c2ccccc12	0%	0%	0%	-0.3%	-1.1	6%	0%	i	-4%
CCCN(CCC)c1ncnc2c1cnn2-c1ccc(OC)cc1	0%	15%	-10%	-0.4%	2.7	100%[activator]	?	i	-34%
CC(=O)C1CCC2C(CCC3=CC(=O)CCC32)C1 (configuration not stated)	0%	7%	0%	0.1%	0.6	-2%	-4%	i	0%
CCOC(=O)/C(=C/c1ccc(OC(=O)c2ccncc2)cc1)C(C)=O	-8%	-2%	1%	0.1%	0.1	-11%	0%	i	-2%
CCCS(=O)(=O)NC(=O)C1(C)CCN(C(=O)COc2ccc(Cl)cc2Cl)C1 (configuration not stated)	8%	12%	.	-1.1%	-0.1	9%	.	i	-2%
Cc1ccc(CNC(=O)CN2C(=O)NC3(CC(C)CC(C)(C)C3)C2=O)cc1 (configuration not stated)	3%	-7%	-3%	0.6%	-0.1	9%	12%	i	-2%
Cc1[nH]n(-c2ccc([N+](=O)[O-])cc2)c(=O)c1C=NCCN1CCN(C(=O)c2ccccc2)CC1	-17%	6%	-11%	2.3%	-0.6	-4%	7%	?	-89%
CC(NC(=O)Nc1ccccc1O)(C(F)(F)F)C(F)(F)F	-27%	-11%	-5%	?	-2.1	-5%	2%	i	-10%
CC(=NOC(=O)c1ccc(Cl)cc1)c1nccs1	1%	4%	.	-0.9%	-0.6	-3%	.	i	7%
COc1cc(CNC(=O)CCCC/C=C/C(C)C)ccc1O	-1%	2%	3%	-0.7%	0.2	-1%	6%	i	-14%
CC(=O)c1cccc(NC(=O)CSc2nnc3ccc(-c4ccc(Cl)cc4)nn23)c1	-2%	.	10%	0.2%	.	.	.	.	-1%
CC(C)C(=O)Nc1ccc(C(=O)Nc2ccc(Br)cc2F)cc1	-24%	3%	-7%	-0.1%[9.22 µM]	-4.1	11%	9%	i	-2%
Cc1ccc(C)c(OCCC(=O)OCC(=O)c2c(N)n(C)c(=O)n(C)c2=O)c1	-1%	1%	16%	-0.5%	-2.4	-15%	3%	i	-2%
CCCC(=O)N(Cc1cc2cccc(C)c2[nH]c1=O)c1ccccc1OC	1%	14%	1%	0.2%	-2.1	-10%	-21%	i	-25%
Cn1c(=O)n(C)c2cc(S(=O)(=O)N3CCN(c4ccccc4)CC3)ccc21	-2%	3%	-5%	-0.9%	0.1	.	11%	i	-37%
COc1ccc(CNC(=O)COC(=O)c2cc(C)oc2C)cc1	-5%	3%	.	-0.9%	-1.3	.	.	i	-2%
CCOC(=O)C1CCCN(C(=O)c2ccc(CS(=O)(=O)c3ccc(Br)cc3)o2)C1 (configuration not stated)	8%	2%	-1%	-0.2%	-0.8	2%	18%	i	21%
Cc1[nH]c(=O)c(C#N)c2c1COC(C)(C)C2	-13%	8%	3%	2.5%	-1.2	-14%	1%	i	-6%
O=C(c1ccco1)N(Cc1cccnc1)C(c1ccccc1)c1nc2ccccc2[nH]1 (configuration not stated)	?	7%	.	20%	1.0	35%	.	?	2%
CC(NC(=O)COC(=O)Cc1ccsc1)C1CC2CCC1C2 (configuration not stated)	4%	-1%	.	0.5%	-0.9	-2%	5%	i	-4%
COc1cc(C(=O)Oc2ccc(Br)cc2C(=S)N2CCOCC2)cc(OC)c1OC	6%	13%	1%	-0.1%	0.0	-25%	-5%	i	-3%
COc1cc(SC)ccc1C(=O)NC1CCCCC1	-16%	3%	-3%	0.0%	0.3	25%	22%	i	-13%
COc1ccc(C(=O)Cn2nnc(-c3ccc(N4CCOCC4)cc3)n2)cc1OC	-14%	8%	-8%	0.5%	-1.8	3%	-12%	i	-21%
COc1ccc(/C=N/NC(=O)CCn2cnc(-c3ccccc3)c2-c2ccccc2)cc1OC	?	4%	-11%	-0.1%	-4.3	?	15%	?	9%
Oc1cccc(C(=S)N2CCCCC2)c1	11%	7%	0%	0.0%	0.4	16%	-14%	i	5%
CCOC(=O)c1nnn(-c2nonc2-c2ccccc2)c1C	?	8%	-8%	-0.6%	0.5	-10%	-16%	i	15%
Cc1ccc(S(=O)(=O)N2CCN(C(=O)c3cccc(-n4cccc4)c3)CC2)cc1	-10%	10%	4%	-0.7%	-4.1	-9%	-2%	i	-28%
COC(=O)c1ccc(COC(=O)c2cnc(Cl)c(Cl)c2)cc1	3%	4%	6%	3.9%	0.8	29%	-3%	i	-17%
CC(Oc1ccccc1F)C(=O)NNC(=O)C1CC(=O)N(c2ccc3c(c2)OCCO3)C1 (configuration not stated)	-16%	14%	0%	-0.8%	0.8	-12%	3%	i	1%
CC1(C(=O)Nc2ccc(F)c(Cl)c2)Cc2c(-c3cccc(C(N)=O)c3)ccnc2O1 (configuration not stated)	-2%	9%	.	3.2%	-0.2	-7%	.	i	-25%
COc1ccc(-n2nc(C(=O)NCC(=O)N3CCCCCC3)c3ccccc3c2=O)c(OC)c1	1%	0%	-7%	3.4%	0.5	55%[activator]	?	i	-2%
CCCCNC(=O)CCSc1ccc(C)cc1	0%	-10%	-1%	-0.1%	-0.8	-5%	7%	i	-8%
NC(=O)N=Nc1c2[nH]c3ccccc3nc-2c2ccccc12	-25%	-2%	?	10%	-1.6	?	10µM*	?	-12%
CS(=O)(=O)c1ccc(CNC(=O)C2(C(F)(F)F)C/C(=C\Cc3ccccc3)CCCO2)cc1 (configuration not stated)	?	16%	9%&-12%	3.6%	1.4	-9%	18µM*!	i	-39%&15%
Cc1cc(C)n2c(Br)c(CSc3nc4ccccc4o3)nc2n1	14%	-1%	0%	?	-0.3	43%[activator]	-18%	i	-1%
Cc1cccc2sc(N(Cc3cccnc3)C(=O)C3COc4ccccc4O3)nc12 (configuration not stated)	-23%	.	9%	0.4%	.	.	.	.	-22%
CC(=O)Nc1cccc(NC(=O)Cc2cccs2)c1	-3%	3%	?	-0.3%	-1.0	.	-26%	i	3%
CC(C)(C)CC(C)(C)Nc1c(-c2ccc(O)cc2)nc2cnccn12	?	4%	-12%	0.5%	-0.8	-14%	?	i	-39%
CCOc1ccc(/C=N/OCC(=O)NCc2ccco2)cc1	0%	3%	13%	6.9%	-0.3	12%	?	i	14%
COc1ccc(CNC(=O)Cc2cccs2)cc1OC	4%	8%	5%	-0.4%	2.4	34%[activator]	?	i	0%
O=C(CCC1N=C2c3ccccc3N=C(SCC(=O)NCc3ccco3)N2C1=O)NCc1ccco1 (configuration not stated)	-5%	19%	1%	-0.2%	1.7	-13%	6%	i	16%
COC(=O)c1ccc(NC(=O)CN2C(=O)C3C4C=CC(C4)C3C2=O)cc1 (configuration not stated)	0%	8%	-2%	0.1%	?	36%	.	i	10%
